Rab9 prom act: activators of Rab9 promoter; hit rate 2.8% among 320,000; Huh7 Rab9 promoter-luciferase reporter, luminescence, 24 h; Potency, µM (series often up to 9.22 µM), for inactives: top-dose activation, negative = inhibition, actives largely listed as activators; further: potency means the concentration at half of the fitted maximal effect; % of control where 0% means no effect; nearly all actives have a fitted effect of over 60% in size
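Luminescence from Amplite-detected luciferase (10 minutes, ambient) reports Rab9 promoter activation. Before that, stable Rab9-luciferase Huh7 cells (1500/well, reduced-serum OP-MEM I plus 10% FBS) were exposed to compound for 24 hours at 37C.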
Menin-MLL TR inh: menin-MLL binding inhibition, Texas Red mutant peptide; O00255; Menin + Texas Red MLL mutant peptide, fluorescence polarization; Potency, µM (doses to about 61.6 µM), without a hit: top-dose FP activity change, negative = inhibition, hits mostly inhibitors; hit rate 0.23% among 270,000; active means well fitted inhibition curve with a large enough effect in the polarisation, with a control signal flat, not every such curve was filed as active; inconclusive means small, poorly fitted or top-dose-only effect, or effect the other way, or a change in a side signal; inactive means no such curve, though single readings can be large or run the other way; the % refers to the polarisation; further: potency means the concentration at half of the fitted maximal effect; % of control where 0% means no effect; many of its hits are not listed in these tables
FLuc modulator: firefly luciferase modulation, counter-screen for miR-21 project. purified FLuc, Km substrates, luminescence inhibition. Potency, µM (top dose mostly 57.5 µM), inactives show top-dose activity change, negative = inhibition, usual class: inhibitors. hit rate 6.9% among 360,000. P08659. AID 588342;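 further: potency means the concentration at half of the fitted maximal effect; plate controls were vehicle for no effect and reference inhibitor for full effect; nearly all actives have a fitted effect of over 55% in size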
Target sequence (P08659 whole entry, looked up): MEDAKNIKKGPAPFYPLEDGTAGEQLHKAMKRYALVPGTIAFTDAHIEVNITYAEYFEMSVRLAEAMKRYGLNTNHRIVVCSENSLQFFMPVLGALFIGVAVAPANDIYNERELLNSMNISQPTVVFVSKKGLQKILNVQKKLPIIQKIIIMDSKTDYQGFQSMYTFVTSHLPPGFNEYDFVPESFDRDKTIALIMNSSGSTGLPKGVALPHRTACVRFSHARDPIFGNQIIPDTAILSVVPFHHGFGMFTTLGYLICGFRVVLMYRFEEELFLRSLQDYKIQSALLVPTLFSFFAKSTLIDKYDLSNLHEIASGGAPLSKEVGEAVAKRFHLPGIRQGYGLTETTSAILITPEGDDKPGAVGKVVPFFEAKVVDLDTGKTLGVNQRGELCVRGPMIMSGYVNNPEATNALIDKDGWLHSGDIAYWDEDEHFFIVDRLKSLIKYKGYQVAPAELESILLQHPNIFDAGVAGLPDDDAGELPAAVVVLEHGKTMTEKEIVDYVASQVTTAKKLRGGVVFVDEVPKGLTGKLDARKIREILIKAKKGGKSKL
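Purified P. pyralis luciferase, 10 nM final, with Km-level 10 uM D-luciferin and 10 uM ATP in 50 mM Tris acetate pH 7.5, 10 mM Mg acetate, 0.01% Tween-20, 0.05% BSA; 6-point qHTS titration about 60 µM downward; luminescence read.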
NPC1 prom act: activates the NPC1 promoter; AID 485313; hit rate 2.4% among 320,000; Potency, µM (titrated, usually from 9.22 µM), for inactives: top-dose activation, usual class: activators; Huh7 NPC1 promoter luciferase reporter, 24 h;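 further: potency means the concentration at half of the fitted maximal effect; % of control where 0% means no effect; nearly all actives have a fitted effect of over 60% in size; reporter is driven by a mutant NPC1 promoter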
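Huh7 cells stably carrying NPC1 promoter–luciferase, plated in Opti-MEM with 10% FBS for 2 h, were exposed to compound in DMSO for 24 h at 37 °C; luciferase reagent was added for 10 min and luminescence read.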
ELG1 repair inh: blocks ELG1-dependent DNA repair in HEK293T cells; Potency, µM (titrated, usually from 46.1 µM), for inactives: top-dose activity change, negative = inhibition, most hits filed as inhibitors; AID 504467; hit rate 2.3% among 330,000; HEK293T ELG1-luciferase reporter, luminescence, 16 h; DNA damage induced by 5-fluorouridine; further: potency means the concentration at half of the fitted maximal effect; on the % scale 0 is the no-effect control and ±100 the full control effect; nearly all actives have a fitted effect of over 55% in size
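5-Fluorouridine DNA damage + compound/DMSO, 2,000 cells/well, 16 h, 37 °C/5% CO2. ONE-Glo, 30 min RT, luminescence. Readout = decrease in reporter signal.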
MBNL1-CUG inh: blocks human MBNL1 binding to CUG repeat RNA; TR-FRET MBNL1-His/biotin-(CUG)12 binding, 665/545 ratio; Potency, µM (highest dose often 57.5 µM), for inactives: at the top dose activity change, negative = inhibition, actives largely listed as inhibitors; hit rate 0.036% among 280,000; AID 2675; active means well fitted inhibition curve with a large enough effect in the signal ratio, with a control signal flat, not every such curve was filed as active; inconclusive means small, poorly fitted or top-dose-only effect, or effect the other way, or a change in a side signal; inactive means no such curve, though single readings can be large or run the other way; the % refers to the signal ratio; further: potency means the concentration at half of the fitted maximal effect; on the % scale 0 is the no-effect control and ±100 the full control effect
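Inhibition of protein-RNA binding appears as loss of TR-FRET between terbium anti-His antibody on MBNL1-His and streptavidin-XL665 on biotin-(CUG)12. Activity is normalized to buffer-only and uninhibited-complex controls.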
VP16 counter: Gal4-VP16 reporter inhibition counter-screen; Drosophila S2 Gal4-VP16 UAS-luciferase, luminescence, 20 h; Potency, µM (doses to about 53.6 µM), inactives show at the highest dose activity, negative = inhibition, usual class: inhibitors; hit rate 3.5% among 310,000;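 further: Gal4-VP16 expression switched on by copper sulfate through the metallothionein promoter; potency means the concentration at half of the fitted maximal effect; on the % scale 0 is the no-effect control and ±100 the full control effect; nearly all actives have a fitted effect of over 50% in size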
Mito fusion yeast: blocks mitochondrial division or promotes mitochondrial fusion; AID 485298; Potency, µM (series often up to 46.1 µM), for the others: at the top dose growth rescue (activation), hits mostly activators; S. cerevisiae fusion-defective mutant growth rescue, CellTiterGlo 48 h; hit rate 0.23% among 320,000;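 further: potency means the concentration at half of the fitted maximal effect; % of control where 0% means no effect; nearly all actives have a fitted effect of over 45% in size; temperature-sensitive fusion mutants such as fzo1-1 at 37 °C on non-fermentable ethanol glycerol medium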
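Compounds are tested for their ability to restore growth of mitochondrial fusion-defective yeast strains at non-permissive 37C in YPEG medium over 48 hours. Viability is quantified by luciferase luminescence.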
KCNH2 3.1 inh: KCNH2 3.1 (human) potassium channel inhibition. U2OS KCNH2 3.1, thallium flux FluxOr; stronger effect = lower value. hit rate 0.95% among 340,000. activity change, % (tested at about 1.8 µM). AID 720553;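 active means maximum activity change below -70%; inconclusive means maximum activity change from -70% to -50%; inactive means maximum activity change above -50%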;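 further: thallium influx rate constant from kinetic fluorescence after stimulation buffer; on the % scale 0 is the no-effect control and ±100 the full control effect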
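Thallium flux read-out: FluxOr dye with Red40 quencher in HBSS/HEPES, 45 min at RT. Rate constants from kinetic reads were normalized to positive and negative DMSO controls. Cells: U2OS virally expressing the 3.1 isoform.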
PKM2 act: activators of human pyruvate kinase M2 | AID 1631 | purified PKM2, Kinase-Glo ATP luminescence, activation; response scale: 0% is enzyme alone, no compound | Potency, µM (doses to about 57.5 µM), without a hit: top-dose activation, hits mostly activators | hit rate 0.34% among 260,000 | P14618; further: potency means the concentration at half of the fitted maximal effect; on the % scale 0 is the no-effect control and ±100 the full control effect; nearly all actives have a fitted effect of over 55% in size
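ATP formation by purified human PK-M2, quantified via coupled luciferase luminescence after 1 h at room temperature with 0.1 mM ADP and 0.5 mM PEP final.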
RORgamma inh: blocks mouse ROR gamma transcriptional activity; Potency, µM (highest dose often 53.6 µM), inactives show at the highest dose activity change, negative = inhibition, most hits filed as inhibitors; AID 2551; Drosophila S2 Gal4-RORgamma UAS-luciferase reporter, 20 h; hit rate 5.4% among 310,000; further: potency means the concentration at half of the fitted maximal effect; on the % scale 0 is the no-effect control and ±100 the full control effect; nearly all actives have a fitted effect of over 60% in size
Target sequence (P51450 whole entry, looked up, the tested form may be a part): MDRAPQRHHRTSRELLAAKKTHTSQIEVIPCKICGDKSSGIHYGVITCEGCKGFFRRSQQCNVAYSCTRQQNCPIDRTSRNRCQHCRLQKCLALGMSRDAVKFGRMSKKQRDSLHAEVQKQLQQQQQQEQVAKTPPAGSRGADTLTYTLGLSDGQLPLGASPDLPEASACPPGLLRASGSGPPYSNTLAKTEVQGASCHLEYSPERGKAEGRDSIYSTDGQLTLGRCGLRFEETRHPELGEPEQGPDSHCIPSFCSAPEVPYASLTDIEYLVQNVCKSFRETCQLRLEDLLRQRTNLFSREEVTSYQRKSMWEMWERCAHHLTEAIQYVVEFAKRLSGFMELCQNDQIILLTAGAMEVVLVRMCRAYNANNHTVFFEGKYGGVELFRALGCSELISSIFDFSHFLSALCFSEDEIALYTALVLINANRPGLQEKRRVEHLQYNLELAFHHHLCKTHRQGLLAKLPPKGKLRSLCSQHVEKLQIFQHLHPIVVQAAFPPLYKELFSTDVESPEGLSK
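Luminescence from a UAS-regulated Photinus luciferase reporter in stably transfected Drosophila Schneider cells is measured; decreased signal marks ROR gamma inhibition. Fusion expression is induced by 700 uM copper sulfate for 20 hr.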
Numbers without * were called inactive; ? = inconclusive; · = not tested or not shown; [ ] = another dose, or the depositor's remark. Unless noted, the call rests on the fitted dose curve; in most records, active means well fitted curve in the direction sought with a large enough effect; inconclusive means small, poorly fitted or top-dose-only effect, or another doubt; inactive means no such curve, though single readings can be large; an effect the other way counts as inactive or inconclusive. This is a subset, so the mix of outcomes need not match the whole.

SMILES	Rab9 prom act	Menin-MLL TR inh	FLuc modulator	NPC1 prom act	ELG1 repair inh	MBNL1-CUG inh	VP16 counter	Mito fusion yeast	KCNH2 3.1 inh	PKM2 act	RORgamma inh
CCC(=O)N1CCN(CCN=CC2=C(O)CC(c3ccc(OC)cc3)CC2=O)CC1 (stereo not given)	-5%	-8%	1%	0%	12%	-5%	?	-8%	-6	9%	4%
CC(C)(C)c1ccc(S(=O)(=O)CCc2ccccn2)cc1	?	-7%	17µM*	?	?	-9%	-5%	3%	-9	-2%	-28%
CC(Oc1ccc(C(=O)c2ccc(F)cc2)cc1)C(=O)N1CCOCC1 (stereo not given)	-2%	·	3%	-7%	18%	·	·	0%	10	·	·
Cn1cc(C(=O)NCc2cccs2)c(=O)c2cc(S(=O)(=O)N3CCCC3)ccc21	-9%	0%	-5%	0%	-21%	?	-8%	3%	3	-13%	13%
Cc1cc(OC(=O)Cc2cccc3ccccc23)c([N+](=O)[O-])c(=O)[nH]1	3%	4%	-1%	0%	15%	6%	-4%	-5%	8	-3%	4%
CSCCC(/C(O)=C(\C#N)c1nc2ccccc2[nH]1)N1C(=O)c2ccccc2C1=O (stereo not given)	-12%	9%	2%	-5%	-11%	10%	18µM*	2%	-9	5%	11µM*
CC(NC(=O)c1cc(Br)ccc1Cl)c1ccccc1 (stereo not given)	-1%	·	-3%	-5%	2%	-18%	0%	0%	-22	5%	-8%
O=c1ccnc(NCCc2ccccc2)[nH]1	10%	?	-11%	12%	?	-17%	-16%	-3%	7	-24%	2%
Cc1ccc(OCc2ccc(C(=O)NCc3cccnc3)cc2)cc1C	26%	-12%	?	0%	23%	-4%	-9%[10 µM]	5%	1	-2%	-28%
COc1ccc2nc(SCC(=O)Nc3cc(C)on3)c(C#N)cc2c1	?	·	-2%	?	?	13%	-6%	-6%	17	·	9%
COc1cccc(NC(=O)CN2C(=O)COc3ccc(S(=O)(=O)N4CCC(C)CC4)cc32)c1	-8%	·	-1%	7%	-25%	3%	-5%	15%	1	·	45%
O=C(Nc1c(C(=O)N2CCOCC2)cnn1-c1ccccc1)c1ccc(F)cc1	8%	·	-1%	-1%	11%	6%	0%	0%	4	-5%	-22%
Cc1cc(C)c(NC(=O)CSc2nnc(-c3ccncc3)n2Cc2ccco2)c(Cl)c1	5%	8%	-6%	1%	0%	1%	-5%	-5%	5	22%	1%
CCN1CCN(CCc2nc3cc(NC(=O)COc4ccccc4)ccc3n2C)CC1	-6%	·	-1%	3%	?	-4%	7%	3%	-25	·	-13%
C=CCn1c(CNc2ccccc2)nnc1SCC(=O)N/N=C/c1ccccc1O	4%	-1%	-20%	9%	?	8%	16µM*	1%	-19	-7%	10µM*
CCOC(=O)CSc1nnc(NC(=O)c2ccco2)s1	-1%	-16%	-13%	2%	20%	-9%	-17%	?	14	0%[0.46 µM]	-27%
CN(C)C(=O)CSc1nnc(-c2ccc(S(=O)(=O)N3CCCC3)cc2)n1C	14%	-9%	3%	1%	-1%	-3%	0%	-21%	-21	-5%	-26%
O=C(c1cnc2nc3ccccc3n2c1)c1cc(F)ccc1O	12%	?	?	-2%	?	5%	-9%	-6%	5	-6%	31%
NC(=O)c1cc(Cl)ccc1OCC(=O)N1CCCc2ccccc21	11%	-20%	?	12%	2%	1%	0%	1%	10	-4%	?
Cn1c(N)c(C(=O)COC(=O)CSc2ccc(Cl)cc2)c(=O)n(C)c1=O	1%	26%	-8%	0%	18%	·	2%	2%	-2	-6%	-9%
CCC1=Nc2cc(C(=O)NCCN3CCOCC3)ccc2Sc2ccc(Br)cc21	1%	0%	0%	-1%	4%	3%	-8%	2%	-2	·	17%
COc1ccc(/C=C/C(=O)O/N=C(\N)c2cccnc2)cc1OC	3%	·	-11%	1%	?	?	4%	-5%	-4	-9%	33%
COCCCNC(=O)CC(NS(=O)(=O)c1ccc(Cl)cc1)c1ccc(OC)cc1 (stereo not given)	0%	·	0%	0%	-4%	-1%	0%	0%	2	-3%	5%
COCCN(Cc1cc2cccc(C)c2[nH]c1=O)C(=O)c1ccccc1	-6%	0%	3%	-3%	1%	1%	-3%	-7%	2	-4%	-23%

An excerpt from above in order of the NPC1 prom act value, largest number first.
compound	Rab9 prom act	Menin-MLL TR inh	NPC1 prom act	PKM2 act	RORgamma inh
O=c1ccnc(NCCc2ccccc2)[nH]1	10%	?	12%	-24%	2%
C=CCn1c(CNc2ccccc2)nnc1SCC(=O)N/N=C/c1ccccc1O	4%	-1%	9%	-7%	10µM*
Cc1cc(OC(=O)Cc2cccc3ccccc23)c([N+](=O)[O-])c(=O)[nH]1	3%	4%	0%	-3%	4%

Other results follow.
SMILES	Rab9 prom act	Menin-MLL TR inh	FLuc modulator	NPC1 prom act	ELG1 repair inh	MBNL1-CUG inh	VP16 counter	Mito fusion yeast	KCNH2 3.1 inh	PKM2 act	RORgamma inh
Cc1ncc(S(=O)(=O)c2ccc(Cl)cc2)c(-c2ccccc2)n1	-3%	-11%	-1%	-1%	-2%	3%	5%	-4%	-17	1%	10%
Cc1ccc(C(=O)CSc2nsc(C)c2C#N)cc1	3.2µM*	-2%	11µM*	3.5µM*	?	0%	?	13%	2	-2%	-1%
COC(=O)CCc1c(C)[nH]c(=S)[nH]c1=O	4%	14%	-2%	6%	10%	-22%	-5%	0%	-2	0%	6%[10 µM]
CCOC(=O)c1ccc(NC(=O)CNC(=O)C23CC4CC(CC(C4)C2)C3)cc1	0%	-6%	0%	3%	-1%	10%	-7%	1%	-6	-3%	0%
Cc1ccc(N2C(=O)N(CC(=O)Nc3ccc(F)c(F)c3)C(=O)C2C)cc1 (stereo not given)	0%	·	?	1%	?	·	·	8%	-15	·	·
CCC1CCc2sc(C(=O)NCC(c3ccccc3OC)N3CCCC3)cc2C1 (stereo not given)	-3%	·	-3%	-1%	-7%	·	·	10%	-22	·	·
CCN(C(=S)Nc1cccnc1)c1ccccc1	8%	-8%	-1%	-4%	-2%	-4%	13%	-2%	4	2%	-26%
CN(Cc1ccccc1)C(=O)Cn1c(=O)oc2cc(S(=O)(=O)N3CCCC3)ccc21	5%	-3%	7%	1%	-23%	-9%	2%	-1%	8	3%	?
C=CCCN(Cc1ccccc1)S(=O)(=O)c1cc(Br)ccc1Br	-6%	·	1%	-6%	-13%	·	·	-5%	-21	·	·
Cc1ccc2[nH]c(=O)c(CN(Cc3cccs3)C(=S)NCC3CCCO3)cc2c1 (stereo not given)	-2%	12%	-1%	-6%	-23%	-5%	-3%	1%	-11	2%	?
Cc1ccc2c(COC(=O)c3ccccc3Br)cc(=O)oc2c1	3%	?	2.7µM*	?	?	3%	1%	8%	-1	1%	17%
CCCn1c(COc2ccccc2)nc2ccccc21	1%	2%	?	1%	14%	0%	0%	-10%	-4	7%	13µM*
O=C(NNC(=O)c1cc2ccccc2cc1O)Nc1ccc(F)cc1F	6%	3%	3%	2%	16%	2%	2%	1%	5	0%	-16%
Cc1cccn2c(=O)c(/C=N/O)c(N3CCCCC3)nc12	6%	-10%	-1%	0%	0%	11%	-11%	-1%	-1	2%	-12%
O=C(NCc1ccccc1Cl)C1CCN(S(=O)(=O)N2CCOCC2)CC1	-4%	0%	-12%	-2%	10%	-2%	0%	3%	8	-5%	18%
Clc1ccc2nc(NC3=NCN(CCN4CCOCC4)CN3)nc(-c3ccccc3)c2c1	-6%	-10%	-1%	1%	4%	15%	-8%	0%	·	0%	12%
COc1ccccc1Nc1nc(Cl)c(C=O)s1	1%	?	?	-2%	8%	?	9%	0%	22	-2%	-19%

Screening data from PubChem.
